Screening data: PubChem, National Center for Advancing Translational Sciences (NCATS)
Giardia killer – kills Giardia lamblia; actives 0.15% (n = 340,000); Giardia lamblia trophozoite viability; activity change, % at 7.66 µM, hits read low; in the data active = activity change below about -80%; inconclusive = between about -30% and that limit;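 note: parasites exposed to compound for two days anaerobically before the ATP read; % is set by controls: 0 for no effect and ±100 for the full control effect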
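Trophozoite viability was measured as ATP-dependent luminescence, read 15-30 min after reagent addition. Before that, parasites at 100 cells/well were exposed to compounds for 48 h, anaerobically, at 37 deg C.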
Tb PFK block – inhibitors of T. brucei phosphofructokinase; O15648; T. brucei PFK, ADP-Glo luminescence; Potency, µM (titrated, usually from 57.5 µM), inactives show at the top dose activity, negative = inhibition, actives largely listed as inhibitors; actives 0.17% (n = 330,000);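 note: potency is the fitted concentration of half-maximal effect; 0% = uninhibited 1x PFK enzyme wells and -100% = no-enzyme wells; nearly all actives have a fitted effect of over 60% in size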
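ADP-Glo luminescence quantified ADP after 45 min at room temperature, with 1.25 nM T. brucei PFK, 0.1 mM ATP and 0.5 mM fructose-6-phosphate in pH 8.0 TEA buffer. qHTS titrations up to 57 µM; curves classified by quality.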
FBPA coupling cs – coupling enzyme interference in Giardia aldolase counter-screen; coupling enzyme system counterscreen, AmpLite Red fluorescence; activity change, negative = inhibition, % at 58.2 µM, hits read low; actives 0.67% (n = 290,000); in the data active = activity change below about -30%; note: % is set by controls: 0 for no effect and ±100 for the full control effect
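Compounds tested against the coupling enzymes alone at 57.5 uM final; readout was AmpLite Red fluorescence (525/598 nm) after 20 min at RT.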
BCR signal inh – blocks chronic active B-cell receptor signaling | ABC-DLBCL IkBa-CBG/CBR reporter, luminescence ratio, 4 h | Potency, µM (doses to about 46.1 µM), for inactives: at the highest dose ratio change, negative = lower green/red ratio, hits mostly inhibitors | actives 0.05% (n = 340,000) | AID 493014; active = well fitted inhibition curve with a large enough effect in the signal ratio, with a control signal flat, not every such curve was filed as active; inconclusive = small, poorly fitted or top-dose-only effect, or effect the other way, or a change in a side signal; the % refers to the signal ratio;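 note: potency is the fitted concentration of half-maximal effect; plate controls were basal doxycycline-induced cells for no effect and cells given 10 µM MG132 for full effect; MG132 reads +100%, hits lower the ratio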
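TMD8 ABC-DLBCL cells carrying doxycycline-inducible green luciferase fused to IkappaBalpha plus unfused red luciferase were exposed to compounds (up to 46 uM) for 4 hrs at 37C. Activity came from the overlap-corrected green/red luminescence ratio.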
Integrin act MD – activates integrin-mediated alleviation for muscular dystrophy | alpha7betagal myoblasts, beta-gal FDG fluorescence, 48 h | Potency, µM (doses to about 38.3 µM), without a hit: at the top dose activation, usual class: activators | actives 0.064% (n = 350,000) | AID 624291;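 note: potency is the fitted concentration of half-maximal effect; 100% = response of the positive control SU9516; nearly all actives have a fitted effect of over 60% in size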
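alpha7betagal+/- myoblasts (passage 13, 250/well) treated 48 h at 37C with compounds at 1:260 dilution of DMSO stock. Lysed, then beta-galactosidase activity read as FDG fluorescence (ex 480/em 540) after 30 min, with pre-read for autofluorescence.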
Menin-MLL TR inh – inhibitors of human menin-MLL interaction, mutant MLL peptide; Menin + Texas Red MLL mutant peptide, fluorescence polarization; O00255; Potency, µM (doses to about 61.6 µM), for inactives: top-dose FP activity change, negative = inhibition, most hits filed as inhibitors; actives 0.23% (n = 270,000); active = well fitted inhibition curve with a large enough effect in the polarisation, with a control signal flat, not every such curve was filed as active; inconclusive = small, poorly fitted or top-dose-only effect, or effect the other way, or a change in a side signal; inactive = no such curve, though single readings can be large or run the other way; the % refers to the polarisation; note: potency is the fitted concentration of half-maximal effect; % of control where 0% means no effect; many of its hits are not listed in these tables
Target sequence (O00255 whole entry, looked up): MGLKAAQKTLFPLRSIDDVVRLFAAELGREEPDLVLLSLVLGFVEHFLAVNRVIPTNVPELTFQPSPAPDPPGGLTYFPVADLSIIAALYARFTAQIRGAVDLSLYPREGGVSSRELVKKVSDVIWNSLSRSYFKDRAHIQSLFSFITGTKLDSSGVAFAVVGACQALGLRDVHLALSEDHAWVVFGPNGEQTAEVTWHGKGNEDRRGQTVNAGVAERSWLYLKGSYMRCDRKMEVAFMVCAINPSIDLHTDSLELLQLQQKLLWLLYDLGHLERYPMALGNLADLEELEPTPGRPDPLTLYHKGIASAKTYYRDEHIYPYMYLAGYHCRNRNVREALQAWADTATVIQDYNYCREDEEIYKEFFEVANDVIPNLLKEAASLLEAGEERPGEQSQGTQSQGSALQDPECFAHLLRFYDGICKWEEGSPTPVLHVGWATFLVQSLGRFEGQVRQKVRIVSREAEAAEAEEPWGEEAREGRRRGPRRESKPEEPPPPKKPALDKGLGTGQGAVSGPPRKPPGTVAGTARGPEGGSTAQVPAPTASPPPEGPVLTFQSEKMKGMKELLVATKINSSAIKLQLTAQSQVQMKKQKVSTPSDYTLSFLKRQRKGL
S-ASM inh – blocks human secretory acid sphingomyelinase; P17405; actives 0.006% (n = 340,000); placental ASM, HMU-PC fluorogenic substrate, 60 min; Potency, µM (series often up to 57.5 µM), for the others: at the highest dose activity change, negative = inhibition, usual class: inhibitors; note: potency is the fitted concentration of half-maximal effect
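HMU-PC0 cleavage (9 uM final) by human placental ASM, 60 min at 37 °C following 10 min compound exposure at RT; stopped at pH 10, fluorescence Ex 386/Em 447 nm.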
GALK inh – inhibitors of human galactokinase; P51570; Purified GALK, Kinase-Glo residual ATP luminescence; Potency, µM (series often up to 57.5 µM), for inactives: at the highest dose activity change, negative = inhibition, usual class: inhibitors; actives 0.007% (n = 270,000); AID 1868; note: potency is the fitted concentration of half-maximal effect; % is set by controls: 0 for no effect and ±100 for the full control effect
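Quantitative HTS: GALK 5 nM, ATP 35 uM, galactose 100 uM, 1 h room temperature, then luciferase-based ATP detection.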
TSG101-PTAP inh – blocks PTAP/TSG101 interaction to inhibit HIV-1 budding | Fluorescence polarization, FITC-PTAP peptide / Tsg101 binding | Potency, µM (titrated, usually from 115 µM), inactives show top-dose activity change, negative = inhibition, actives largely listed as inhibitors | 340,000 tested, under 10 active; active = well fitted inhibition curve with a large enough effect in the main read-out, with a control signal flat, not every such curve was filed as active; inconclusive = small, poorly fitted or top-dose-only effect, or effect the other way, or a change in a side signal; inactive = no such curve, though single readings can be large or run the other way; note: potency is the fitted concentration of half-maximal effect; % of control where 0% means no effect
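FP read-out: FITC-PTAP peptide, 50 nM final, binding Tsg101 binding domain, 10 uM final; 20 min, r.t.; 10 mM HEPES pH 7.5, 0.15 M NaCl, 0.01% Tween 20, 3 mM EDTA, 0.1 mM TCEP.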
B2AR arrestin – recruits beta-arrestin to the human beta2-adrenergic receptor | P07550 | beta-arrestin recruitment to beta2AR, cell-based reporter | Potency, µM (highest dose often 46.1 µM), inactives show at the highest dose activation, usual class: activators | actives 0.02% (n = 330,000) | AID 492947;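 note: potency is the fitted concentration of half-maximal effect; 0% = DMSO controls and full agonism = EC100 isoproterenol or metaproterenol; nearly all actives have a fitted effect of over 65% in size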
Target sequence (P07550 whole entry, looked up): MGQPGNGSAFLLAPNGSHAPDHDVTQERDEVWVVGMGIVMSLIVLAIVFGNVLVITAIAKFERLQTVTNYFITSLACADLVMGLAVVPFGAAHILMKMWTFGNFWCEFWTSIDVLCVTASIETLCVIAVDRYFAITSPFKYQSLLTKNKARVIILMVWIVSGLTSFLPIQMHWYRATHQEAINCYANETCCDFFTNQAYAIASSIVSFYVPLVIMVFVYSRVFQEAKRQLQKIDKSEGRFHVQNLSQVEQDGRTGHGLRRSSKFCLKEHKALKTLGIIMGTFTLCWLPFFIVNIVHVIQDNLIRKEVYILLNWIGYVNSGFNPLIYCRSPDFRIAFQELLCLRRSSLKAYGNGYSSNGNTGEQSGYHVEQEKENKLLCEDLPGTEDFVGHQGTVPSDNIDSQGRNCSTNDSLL
PKM2 act – activators of human pyruvate kinase M2 | actives 0.34% (n = 260,000) | P14618 | Potency, µM (highest dose often 57.5 µM), for inactives: at the top dose activation, hits mostly activators | AID 1631 | purified PKM2, Kinase-Glo ATP luminescence, activation; response scale: 0% is enzyme alone, no compound; note: potency is the fitted concentration of half-maximal effect; % is set by controls: 0 for no effect and ±100 for the full control effect; nearly all actives have a fitted effect of over 55% in size
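ATP formation by purified human PK-M2, quantified via coupled luciferase luminescence after 1 h at room temperature with 0.1 mM ADP and 0.5 mM PEP final.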
The depositor's hits bear a star; ? = inconclusive; nt = no result given; [ ] = dose if it differs, or a comment. Unless noted, calls come from the whole dose curve; as a rule, active = well fitted curve in the direction sought with a large enough effect; inconclusive = small, poorly fitted or top-dose-only effect, or another doubt; inactive = no such curve, though single readings can be large; an effect the other way counts as inactive or inconclusive. Only part of the results is shown (hit frequency here may not be typical).

Fields: Giardia killer	Tb PFK block	FBPA coupling cs	BCR signal inh	Integrin act MD	Menin-MLL TR inh	S-ASM inh	GALK inh	TSG101-PTAP inh	B2AR arrestin	PKM2 act
> Cc1c(C(=O)OC2CCCC2C)[nH]c2c1C(=O)CCC2 (stereo not drawn)
 : 6.4	-3.9%	-0.9	8.5%	-3.0%	8.1%	-5.3%	-2.1%	0.9%	0.1%	10.1%
> CC1C(=O)C(C)C(c2ccco2)NC1c1ccco1 (stereo not drawn)
 : -4.6	-4.8%	-1.7	26.9%	-16.1%	0.5%	3.0%	-4.1%	-2.9%	-0.1%	-13.5%
> COc1ccc(NC(=O)CSc2nc(=O)n(CCN(C)C)c3c2CCCC3)cc1OC
 : -1.2	8.9%	nt	-0.1%	-23.0%	nt	4.6%	nt	-0.7%	0.0%	nt
> O=C(Nc1c(Cl)ccc2nsnc12)c1ccc([N+](=O)[O-])o1
 : -86.7*	-0.1%	-3.9	?	-66.2%[inhibitor]	13.5%	1.8%	1.4%	-0.4%	0.8%	nt
> CCOC(=O)c1sc(N(Cc2ccccc2)C(=O)COC(=O)c2cnccn2)nc1C
 : -7.0	-1.4%	-3.4	?	-13.5%	13.6%	-10.5%	0.3%	-3.8%	-0.1%	-0.7%
> Oc1ccc(-c2csc(-c3cccnc3)n2)cc1O
 : -5.2	-4.7%	-8.8	?	-39.4%	nt	1.8%	-2.0%	-2.8%	-0.5%	27.5%
> CC(/C=N/n1c(-c2ccco2)n[nH]c1=S)=C\c1ccccc1
 : -6.8	-4.3%	3.0	10.8%	7.6%	-17.3%	-14.8%	0.0%	-2.5%	0.0%	-9.7%
> Cc1cccn2c(=O)c3cc(C(N)=S)c(=N)n(CCCN4CCOCC4)c3nc12
 : 20.0	-0.9%	-7.5	6.9%	0.0%	-7.1%	100.9%[activator]	-1.7%	-1.5%	-0.1%	-2.5%
> COc1ccc(C(=O)NCCN2CCOCC2)c(OC)c1
 : -29.1	2.2%	1.3	-1.0%	8.8%	6.9%	3.1%	1.9%	1.0%	-1.1%	nt
> Cc1ccc(C)c(N2CCN(C(c3ccncc3)c3nnnn3Cc3ccccc3)CC2)c1 (stereo not drawn)
 : -0.6	-0.2%	0.1	5.6%	-26.1%	-7.6%	4.3%	2.6%	-5.0%	-1.2%	0.7%
> C=CCNC(=O)CN(c1cccc(Br)c1)S(C)(=O)=O
 : -2.5	3.8%	0.6	0.8%	-2.0%	-13.2%	4.4%	-1.4%	-2.5%	-0.2%	-2.5%
> NC(=O)NC(Cc1ccccc1)C(=O)O (stereo not drawn)
 : 20.9	3.2%	-0.1	0.3%	9.0%	-14.2%	0.7%	5.3%	-0.3%	-0.1%	0.5%
> COc1cc(OC)cc(-c2sc3ccc(OC)cc3c2C#CCO)c1
 : ?	0.1%	nt	?	-17.5%	nt	19.3%	nt	nt	0.1%	nt
> Cc1cccc(C)c1NC(=O)CSc1nnc(C)c(=O)[nH]1
 : 37.2[activator]	-4.4%	6.1	-4.0%	?	-7.2%	-1.6%	1.7%	-0.5%	0.1%	8.5%
> O=C(Nc1nnc(S(=O)(=O)N2CCCCCC2)s1)c1cccc(Br)c1
 : 5.4	2.4%	-13.3	?	-22.9%	?	2.3%	nt	0.6%	-1.0%	-6.8%
> CCCCN(C(=O)C(C)Oc1cccc(Cl)c1)c1c(N)n(CCC)c(=O)[nH]c1=O (stereo not drawn)
 : -20.0	-2.6%	nt	-6.5%	-9.5%	nt	3.9%	nt	-0.6%	-0.3%	nt
> CCOc1cccc(C(=O)Nc2cccc(C(C)=O)c2)c1
 : -8.0	0.9%	-5.2	-22.1%	24.7%	-1.6%	4.0%	0.5%	-12.6%	-0.3%	-15.1%
> C=CC[C@@H](CC(=O)NCCO)C(=O)N[C@H](C)COC(=O)[C@@H](CC=C)CC(=O)OC(C)(C)C
 : 0.9	4.0%	nt	6.6%	-2.9%	nt	8.6%	nt	-4.1%	-0.9%	nt
> CC(=O)N1CCC(C(=O)Nc2ccc(S(=O)(=O)NCCc3ccccc3)cc2)CC1
 : 9.3	-0.6%	2.4	0.6%	-19.3%	7.8%	6.2%	3.6%	2.5%	0.2%	-0.4%
> COc1cc(OC)c(/C=N/NC(=O)c2ccc(Cn3nc([N+](=O)[O-])cc3C)cc2)c(OC)c1
 : -19.9	-4.0%	3.2	2.4%	-1.5%	nt	4.7%	-0.5%	0.6%	-0.4%	-3.9%
> Cc1nc(-c2cc(-c3nc(-c4ccc(C(C)(C)C)cc4)no3)no2)cs1
 : 13.9	6.2%	-2.6	-1.2%	15.8%	nt	?	-2.5%	-1.5%	-1.2%	2.0%
> CCOc1cc(/C=C2\CCC/C(=C\c3cc(Cl)c(O)c(OCC)c3)C2=O)cc(Cl)c1O
 : -3.2	-7.5%	1.6	?	-49.0%[inhibitor]	35.3%[activator]	-9.8%	nt	1.1%	-0.8%	-1.1%
> CC(C)CNS(=O)(=O)c1ccc(CCC(=O)NCc2cccnc2)cc1
 : 6.7	12.1%	3.5	6.6%	2.5%	0.0%	3.9%	-1.3%	-15.0%	0.0%	-0.5%
> Cc1ccc(C)c(S(=O)(=O)N2CCN(C(C)C(=O)Nc3ccccc3-c3ccccc3)CC2)c1 (stereo not drawn)
 : -25.0	-0.2%	-0.6	0.4%	20.0%	-22.5%	1.2%	-2.3%	-0.3%	-0.6%	0.2%
> C=CC[C@H](CC(=O)N(CCO)Cc1ccccc1)C(=O)NCCOC(=O)[C@@H](CC=C)CC(=O)OC(C)(C)C
 : 4.4	-1.3%	nt	2.2%	11.4%	nt	5.6%	nt	-6.7%	-0.1%	nt
> Cc1c(C(=O)N2CC(C)OC(C)C2)oc2ccccc12 (stereo not drawn)
 : 11.4	0.0%	1.7	?	-3.1%	11.1%	-2.0%	-0.9%	nt	0.0%	-7.8%
> O=C(NC1CC2CCC(C1)N2C(=O)NCc1ccccc1)C1CC1 (stereo not drawn)
 : 2.5	-11.5%	-0.6	6.9%	16.2%	32.2%[activator]	0.9%	0.3%	-2.9%	-0.1%	5.3%
> O=c1c(-c2ccccc2)c(O)c2ccccc2n1-c1ccccc1
 : -21.5	2.8%	-2.4	?	-10.9%	15.2%	-2.0%	0.1%	-1.0%	-1.1%	nt
> CCCCC(=O)Nc1ccc(C(=O)OC2CCCCC2)cc1
 : -9.5	2.8%	-2.8	-25.4%	-16.1%	nt	-9.0%	-0.5%	-9.8%	0.8%	0.2%
> CNC(=O)c1cc2cc(OC)ccc2n1CCN(C)C
 : -5.6	-9.9%	1.5	2.9%	13.5%	-2.8%	1.7%	0.6%	-0.8%	-0.3%	-2.3%
> COc1ccc(C(CNC(=O)c2cc(S(=O)(=O)NCc3ccccc3)ccc2C)N2CCOCC2)cc1 (stereo not drawn)
 : 24.7	-3.7%	nt	-2.6%	18.5%	nt	5.7%	nt	-2.8%	-1.0%	nt
> O=C(NNC(=O)c1cccnc1Cl)c1ccc(F)cc1
 : -20.8	0.8%	nt	2.4%	12.6%	nt	1.1%	7.6%	-1.8%	-0.9%	-5.5%

Three compounds already listed, ordered by their value in PKM2 act, ascending.
Structure	Tb PFK block	BCR signal inh	Integrin act MD	Menin-MLL TR inh	S-ASM inh	GALK inh	TSG101-PTAP inh	B2AR arrestin	PKM2 act
Cc1c(C(=O)N2CC(C)OC(C)C2)oc2ccccc12 (stereo not drawn)	0.0%	?	-3.1%	11.1%	-2.0%	-0.9%	nt	0.0%	-7.8%
CC(C)CNS(=O)(=O)c1ccc(CCC(=O)NCc2cccnc2)cc1	12.1%	6.6%	2.5%	0.0%	3.9%	-1.3%	-15.0%	0.0%	-0.5%
O=C(NC1CC2CCC(C1)N2C(=O)NCc1ccccc1)C1CC1 (stereo not drawn)	-11.5%	6.9%	16.2%	32.2%[activator]	0.9%	0.3%	-2.9%	-0.1%	5.3%

Given in markdown: entries from further up.
| Compound | Giardia killer | Tb PFK block | FBPA coupling cs | BCR signal inh | Integrin act MD | Menin-MLL TR inh | S-ASM inh | GALK inh | TSG101-PTAP inh | B2AR arrestin | PKM2 act |
| --- | --- | --- | --- | --- | --- | --- | --- | --- | --- | --- | --- |
| O=C(NC1CC2CCC(C1)N2C(=O)NCc1ccccc1)C1CC1 (stereo not drawn) | 2.5 | -11.5% | -0.6 | 6.9% | 16.2% | 32.2%[activator] | 0.9% | 0.3% | -2.9% | -0.1% | 5.3% |
| O=c1c(-c2ccccc2)c(O)c2ccccc2n1-c1ccccc1 | -21.5 | 2.8% | -2.4 | ? | -10.9% | 15.2% | -2.0% | 0.1% | -1.0% | -1.1% | nt |
